Wee1 stabilizer: human Wee1 degradation inhibition, primary screen. P30291. HeLa Luc-Wee1K328M stability, luciferase luminescence; 100% = proteasome inhibitor MG132 effect. reporter increase, % at 5 µM. 220,000 tested, 1.2% active. AID 1321;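 active means activation above the mean of all tested compounds plus 3 SD, set per screening run, cut at about 8.8% in these data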;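 further: cells exposed to compound for 20 h before luminescence read; 0% = DMSO alone and 100% = MG132 at 30 µM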
p97 inhibitor: inhibitors of human p97 ATPase. AID 1481. 220,000 tested, 0.42% active. inhibition, % at 8 µM. P55072. recombinant p97 ATPase, Kinase-Glo ATP luminescence, 3 h; in the data active means inhibition above about 15%;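 further: 0% = DMSO vehicle and 100% = wells lacking enzyme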
KLK5 inh: blocks human kallikrein 5 protease activity; Q9Y337; recombinant hK5, fluorogenic AMC substrate cleavage; inhibition, % at 5 µM; 210,000 tested, 0.59% active; AID 873;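 active means inhibition of 40% or more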;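 further: 0% = enzyme controls without compound and 100% = no-enzyme blanks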
Target sequence (Q9Y337 67-293 limits assumed): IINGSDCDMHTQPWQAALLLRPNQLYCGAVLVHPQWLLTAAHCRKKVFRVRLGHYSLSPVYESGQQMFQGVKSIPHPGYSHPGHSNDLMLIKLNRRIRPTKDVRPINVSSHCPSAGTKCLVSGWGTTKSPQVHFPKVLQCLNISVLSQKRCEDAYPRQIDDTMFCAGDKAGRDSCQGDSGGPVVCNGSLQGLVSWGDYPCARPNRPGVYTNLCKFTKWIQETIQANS
eIF4E 4G PPI: blocks eIF4E binding to eIF4G; P63073+Q04637; TR-FRET eIF4E-eIF4GI(517-606) binding, 2 h; inhibition, % at 21.7 µM; 220,000 tested, 0.37% active;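 active means inhibition above about 30%, limit read from the data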;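 further: 0% = full FRET control wells and 100% = background wells lacking eIF4GI fragment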
Mdm2 ligase inh: blocks human Mdm2 ubiquitin ligase activity; Q00987; cell-based MDM2 ubiquitination luciferase reporter, 2 h; 0 = plate control, 100 = twice control, blank-subtracted; signal enhancement, % at 5 µM; 210,000 tested, 0.11% active;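 active means signal enhancement of 30% or more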;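 further: luminescence tracks abundance of the self-degrading MDM2-luciferase fusion protein; higher signal means inhibition of MDM2 E3 ligase activity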
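test system = mammalian cells stably expressing self-ubiquitinating, self-degrading MDM2 E3–luciferase fusion | quantity = 2000 cells/well | incubation = cell settling 4 h, compound treatment 2 h, both 37 °C | signal = luminescence with SteadyLite reagent, 15 min at room temperature | evaluation = % enhancement relative to plate controls after blank subtraction | benchmarks = plate controls and plate blanks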
FXIa inh: blocks human coagulation factor XIa protease activity; inhibition, % at 5 µM; P03951; AID 798; 220,000 tested, 0.14% active; purified FXIa, Boc-Glu-Ala-Arg-AMC fluorogenic substrate;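 active means inhibition of at least 40%; inactive means inhibition below 40%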;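 further: fluorescence of freed AMC excited at 355 nm; 0% = enzyme without compound and 100% = no enzyme blank; many of its hits are not listed in these tables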
Rad51 HR inh: blocks human Rad51 in homologous recombination. 200,000 tested, 0.085% active. hRad51 DNA strand exchange, fluorescence dequenching. inhibition, % at 10 µM;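 active means inhibition above 40% at the single screening dose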;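 further: 0% = DMSO control wells and 100% = blanks with heterologous ssDNA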
Target sequence (Q06609 whole entry, looked up): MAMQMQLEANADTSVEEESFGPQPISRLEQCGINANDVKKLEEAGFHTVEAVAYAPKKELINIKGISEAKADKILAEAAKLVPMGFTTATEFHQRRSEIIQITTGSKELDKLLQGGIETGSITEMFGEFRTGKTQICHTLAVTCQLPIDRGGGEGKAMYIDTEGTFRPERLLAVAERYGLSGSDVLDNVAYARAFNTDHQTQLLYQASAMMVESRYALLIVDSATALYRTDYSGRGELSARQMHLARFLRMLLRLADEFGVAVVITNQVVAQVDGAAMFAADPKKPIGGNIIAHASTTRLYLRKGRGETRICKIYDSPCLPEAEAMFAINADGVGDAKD
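Material: hRad51 filaments on single-stranded DNA; Reagent: Donor/quencher-labelled 47-bp dsDNA substrate; Compound: 10 µM final, single point; Schedule: 37 °C 15-min filament assembly, 30-min compound preincubation, 15-min exchange; Technique: FRET fluorescence, excitation 485 nm, emission 520 nm; Benchmarks: control wells and blank wells on each plate.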
FXIIa inh 1536: inhibitors of human coagulation factor XIIa; P00748; 220,000 tested, 0.3% active; inhibition, % at 5 µM; AID 800; purified FXIIa, Boc-QGR-AMC fluorogenic substrate, 2 h; in the data active means inhibition above about 40%;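 further: 0% = enzyme with no compound and 100% = blank without enzyme; many of its hits are not listed in these tables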
14-3-3 Bad PPI: disrupts binding of bovine 14-3-3 zeta to phospho-Bad peptide; TR-FRET 14-3-3zeta/Dy647-pBad peptide displacement, 1 h; 220,000 tested, 0.71% active; inhibition, % at 21.7 µM; AID 781; P63103;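 active means inhibition above about 70%, limit read from the data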;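 further: 0% = full 14-3-3 plus peptide FRET controls and 100% = background without 14-3-3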
Target sequence (P63103 whole entry, looked up): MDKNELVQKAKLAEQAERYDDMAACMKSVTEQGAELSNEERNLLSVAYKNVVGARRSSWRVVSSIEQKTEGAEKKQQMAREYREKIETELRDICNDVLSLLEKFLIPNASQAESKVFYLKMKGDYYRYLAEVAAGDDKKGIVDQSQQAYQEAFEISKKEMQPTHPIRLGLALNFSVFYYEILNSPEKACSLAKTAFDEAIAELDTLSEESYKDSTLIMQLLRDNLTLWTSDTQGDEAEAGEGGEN
* hit, by the source's call; [ ] = another dose, or the depositor's remark.

Screening Fc1cccc(CSc2ncnc3c2oc2ccccc23)c1 returned Wee1 stabilizer -2, p97 inhibitor -3, KLK5 inh -6, eIF4E 4G PPI -23[fluorescence artefact?], Mdm2 ligase inh -6, FXIa inh 10, Rad51 HR inh 2, FXIIa inh 1536 17 and 14-3-3 Bad PPI -10[fluorescence artefact?].
For Cc1ccc(S(=O)(=O)N(C)c2c(C)ccc(S(=O)(=O)Nc3ccncc3)c2C)cc1 the results were Wee1 stabilizer -2, p97 inhibitor 2, KLK5 inh -2, eIF4E 4G PPI 14, Mdm2 ligase inh -4, FXIa inh 2, Rad51 HR inh 2, FXIIa inh 1536 6 and 14-3-3 Bad PPI -2.
`Cc1ccc(S(=O)(=O)CC(O)CN2CCCC2=O)cc1` (stereo not drawn) gave Wee1 stabilizer 0, p97 inhibitor 3, KLK5 inh 12, eIF4E 4G PPI 9, Mdm2 ligase inh -15, FXIa inh 21, Rad51 HR inh -1, FXIIa inh 1536 32 and 14-3-3 Bad PPI -2.
COc1nc(OCCNC(=O)Nc2ccccc2)nc(N(C)C)n1 was read as Wee1 stabilizer 6, p97 inhibitor 1, KLK5 inh -3, eIF4E 4G PPI -5, Mdm2 ligase inh -13, FXIa inh -5, Rad51 HR inh 2, FXIIa inh 1536 -8 and 14-3-3 Bad PPI 4.
COc1ccc(C2CC(=O)C(C(c3ccc(O)cc3)C3C(=O)CC(c4ccc(OC)cc4)CC3=O)C(=O)C2)cc1 (stereo not drawn) was read as Wee1 stabilizer -5, p97 inhibitor -3, KLK5 inh 50*, eIF4E 4G PPI 8, Mdm2 ligase inh -21, FXIa inh 26, Rad51 HR inh -3, FXIIa inh 1536 45* and 14-3-3 Bad PPI 5.
Screening Cn1cc(/C=N/NC(=O)c2cc3cc(Br)ccc3o2)c2ccccc21 returned Wee1 stabilizer 1, p97 inhibitor 5, KLK5 inh 4, eIF4E 4G PPI 2, Mdm2 ligase inh -13, FXIa inh 2, Rad51 HR inh -5, FXIIa inh 1536 8 and 14-3-3 Bad PPI 2.
For CN1CCN(CCOc2ccc(Cl)c(Cl)c2)CC1 the results were Wee1 stabilizer 1, p97 inhibitor 5, KLK5 inh -20, eIF4E 4G PPI 0[fluorescence artefact?], Mdm2 ligase inh -10, FXIa inh 5, Rad51 HR inh -3, FXIIa inh 1536 8 and 14-3-3 Bad PPI 16.
`COc1ccc(OC(C)C(=O)Nc2ccc([N+](=O)[O-])cc2)cc1` (stereo not drawn) gave Wee1 stabilizer 2, p97 inhibitor -2, eIF4E 4G PPI 5, FXIa inh 6, Rad51 HR inh -10, FXIIa inh 1536 13 and 14-3-3 Bad PPI 1.
Cc1nc2ccc(S(=O)(=O)NC(CC(C)C)C(=O)O)cc2s1 (stereo not drawn) was read as Wee1 stabilizer -2, p97 inhibitor -4, KLK5 inh 3, eIF4E 4G PPI -5, Mdm2 ligase inh -9, FXIa inh -1, Rad51 HR inh -2, FXIIa inh 1536 1 and 14-3-3 Bad PPI 15[fluorescence artefact?].
O=c1c2ccccc2cnn1Cc1n[nH]c(=S)n1-c1ccccc1Cl was read as Wee1 stabilizer 4, p97 inhibitor -4, KLK5 inh 2, eIF4E 4G PPI 3[fluorescence artefact?], Mdm2 ligase inh 7, FXIa inh -12, Rad51 HR inh 3, FXIIa inh 1536 -5 and 14-3-3 Bad PPI 2.
Screening O=C(Cn1nnc(-c2ccccc2)n1)NCc1ccco1 returned Wee1 stabilizer 0, p97 inhibitor 0, KLK5 inh 0, eIF4E 4G PPI -3[fluorescence artefact?], Mdm2 ligase inh -3, FXIa inh -3, Rad51 HR inh 3, FXIIa inh 1536 -16 and 14-3-3 Bad PPI -3.
For C=CCn1c(CNC(=O)c2ccco2)nnc1SCC(=O)Nc1cccc(Br)c1 the results were Wee1 stabilizer -2, p97 inhibitor -6, KLK5 inh -1, eIF4E 4G PPI -2, Mdm2 ligase inh 2, FXIa inh 4, Rad51 HR inh 1, FXIIa inh 1536 10 and 14-3-3 Bad PPI -3.
For C=Cc1cccc(NC(=O)COc2ccccc2)c1 the results were Wee1 stabilizer -1, p97 inhibitor 1, KLK5 inh -14, eIF4E 4G PPI -14[fluorescence artefact?], Mdm2 ligase inh -4, FXIa inh -3, Rad51 HR inh -8, FXIIa inh 1536 3 and 14-3-3 Bad PPI -3.
`CCOc1cc(CNCc2ccccn2)ccc1OCC(=O)NC(C)(C)C` gave Wee1 stabilizer 2, p97 inhibitor 2, KLK5 inh -11, eIF4E 4G PPI 8, Mdm2 ligase inh -14, FXIa inh -7, Rad51 HR inh -1, FXIIa inh 1536 -1 and 14-3-3 Bad PPI 41.
Screening CC(c1ccco1)N(Cc1ccco1)C(=O)Nc1ccccc1 (stereo not drawn) returned Wee1 stabilizer -1, p97 inhibitor -3, KLK5 inh 6, eIF4E 4G PPI -1[fluorescence artefact?], Mdm2 ligase inh -6, FXIa inh -10, Rad51 HR inh 1, FXIIa inh 1536 16 and 14-3-3 Bad PPI 12[fluorescence artefact?].
For Cc1ccc2cccc(S(=O)(=O)N3CCN(c4ccccc4F)CC3)c2n1 the results were Wee1 stabilizer 2, p97 inhibitor -2, KLK5 inh -3, eIF4E 4G PPI -3, Mdm2 ligase inh -1, FXIa inh -1, Rad51 HR inh -7, FXIIa inh 1536 4 and 14-3-3 Bad PPI 20.
CN(CC(=O)Nc1ccc(C#N)cc1)Cc1ccc(Cl)cc1Cl was read as Wee1 stabilizer 1, p97 inhibitor -9, KLK5 inh 52*, eIF4E 4G PPI -5, Mdm2 ligase inh -21, FXIa inh -2, Rad51 HR inh -1, FXIIa inh 1536 23 and 14-3-3 Bad PPI 66.
`COc1ccc(-c2cc3nc(C)cc(N4CC(C)CC(C)C4)n3n2)cc1` (stereo not drawn) gave Wee1 stabilizer 1, p97 inhibitor -2, KLK5 inh -3, eIF4E 4G PPI -7, Mdm2 ligase inh 5, FXIa inh -5, Rad51 HR inh 15, FXIIa inh 1536 4 and 14-3-3 Bad PPI 4[fluorescence artefact?].
Screening CC(NC(=O)NC12CC3CC(CC(C3)C1)C2)C1CCCO1 (stereo not drawn) returned Wee1 stabilizer 5, p97 inhibitor -3, KLK5 inh 11, eIF4E 4G PPI -3, Mdm2 ligase inh -12, FXIa inh -4, Rad51 HR inh -4, FXIIa inh 1536 2 and 14-3-3 Bad PPI 2.
Screening C/C(CC(=O)Nc1cccc(Cl)c1C)=N\NC(=O)C(=O)NCC(C)C returned Wee1 stabilizer 0, p97 inhibitor -3, KLK5 inh -7, eIF4E 4G PPI 7[fluorescence artefact?], Mdm2 ligase inh 11, FXIa inh 1, Rad51 HR inh -2, FXIIa inh 1536 5 and 14-3-3 Bad PPI -3.
CSc1nnc(C)c(=O)n1COC(=O)COc1ccc2ccccc2c1 was read as Wee1 stabilizer -1, p97 inhibitor 1, KLK5 inh -10, eIF4E 4G PPI 1[fluorescence artefact?], Mdm2 ligase inh -9, FXIa inh 8, Rad51 HR inh 2, FXIIa inh 1536 5 and 14-3-3 Bad PPI 1[fluorescence artefact?].
For COc1ccccc1CNC(=O)CCS(=O)(=O)c1ccc2c(c1)CCCN2C(C)=O the results were Wee1 stabilizer 0, p97 inhibitor -3, KLK5 inh -4, eIF4E 4G PPI 2, Mdm2 ligase inh -9, FXIa inh 3, Rad51 HR inh 4, FXIIa inh 1536 15 and 14-3-3 Bad PPI 5.
For COc1cc(/C=N/NC(=O)CCNC(=O)c2ccccc2Cl)ccc1O the results were Wee1 stabilizer 8, p97 inhibitor 1, KLK5 inh -6, eIF4E 4G PPI -1, Mdm2 ligase inh 0, FXIa inh -7, Rad51 HR inh 1, FXIIa inh 1536 2 and 14-3-3 Bad PPI -4.
`O=C(/C=C/c1ccccc1)NCC(=O)N/N=C\c1cccnc1` gave Wee1 stabilizer 1, p97 inhibitor 3, KLK5 inh -25, eIF4E 4G PPI 0[fluorescence artefact?], Mdm2 ligase inh -2, FXIa inh 10, Rad51 HR inh 7, FXIIa inh 1536 10 and 14-3-3 Bad PPI -18.
Screening COc1ccc(NC(=O)c2sccc2OS(=O)(=O)N(C)C)cc1 returned Wee1 stabilizer 2, p97 inhibitor 1, eIF4E 4G PPI 3, Mdm2 ligase inh -5, FXIa inh 1, FXIIa inh 1536 9 and 14-3-3 Bad PPI 0.
`CCOc1ccc(Nc2cc(C)nc3nc(C)nn23)cc1` gave Wee1 stabilizer 2, p97 inhibitor 8, KLK5 inh -5, eIF4E 4G PPI -2, FXIa inh 5, FXIIa inh 1536 10 and 14-3-3 Bad PPI -7.
O=C1c2ccccc2NC(c2ccc(-c3ccc(Br)cc3)o2)N1O (stereo not drawn) was read as Wee1 stabilizer 1, p97 inhibitor 7, KLK5 inh -15, eIF4E 4G PPI -4[fluorescence artefact?], Mdm2 ligase inh -28, FXIa inh 2, Rad51 HR inh -1, FXIIa inh 1536 18 and 14-3-3 Bad PPI -6.
Screening O=c1oc(-c2cccs2)nc2ccc(Br)cc12 returned Wee1 stabilizer 3, p97 inhibitor 5, KLK5 inh 5, eIF4E 4G PPI -3, Mdm2 ligase inh -10, FXIa inh -7, FXIIa inh 1536 -1 and 14-3-3 Bad PPI -6.
`COc1ccc(CCNC(=O)C2CCN(S(=O)(=O)c3cc(OC)ccc3OC)CC2)cc1` gave Wee1 stabilizer 6, p97 inhibitor -4, KLK5 inh -3, eIF4E 4G PPI 2, Mdm2 ligase inh 0, FXIa inh -2, Rad51 HR inh -3, FXIIa inh 1536 -1 and 14-3-3 Bad PPI 4.
Screening Cc1cc2nc(-c3cccnc3SCC(=O)NCc3ccco3)[nH]c2cc1C returned Wee1 stabilizer 2, p97 inhibitor -32, KLK5 inh 3, eIF4E 4G PPI 9, Mdm2 ligase inh -19, FXIa inh -7, Rad51 HR inh 0, FXIIa inh 1536 -5 and 14-3-3 Bad PPI -8.
For Fc1ccccc1-c1nc2ccccc2[nH]1 the results were Wee1 stabilizer 2, p97 inhibitor -7, KLK5 inh 1, eIF4E 4G PPI -1, Mdm2 ligase inh -11, FXIa inh -1, Rad51 HR inh 5, FXIIa inh 1536 5 and 14-3-3 Bad PPI -3.
CC1C/C(=C/c2ccccn2)C(=O)/C(=C/c2ccccn2)C1 (stereo not drawn) was read as Wee1 stabilizer 9.9*, p97 inhibitor -3, KLK5 inh -4, eIF4E 4G PPI -3, Mdm2 ligase inh 46*, FXIa inh 0, Rad51 HR inh -1, FXIIa inh 1536 7 and 14-3-3 Bad PPI 0.
Screening CN(C)/C=N/c1cc(=O)n(Cc2ccccc2)c(=O)n1C returned Wee1 stabilizer -3, p97 inhibitor 9, KLK5 inh -9, eIF4E 4G PPI 1, FXIa inh 4, Rad51 HR inh -2, FXIIa inh 1536 14 and 14-3-3 Bad PPI -10[fluorescence artefact?].
For CN(C)CCCOc1cccc(Cl)c1 the results were Wee1 stabilizer -3, p97 inhibitor 6, KLK5 inh -10, eIF4E 4G PPI 2[fluorescence artefact?], Mdm2 ligase inh 7, FXIa inh 5, Rad51 HR inh 10, FXIIa inh 1536 13 and 14-3-3 Bad PPI 29[fluorescence artefact?].
